Assay outcomes as filed in PubChem BioAssay.
LANA DNA inh = inhibitors of KSHV LANA C-terminal domain DNA binding | MBP-C-LANA/FAM-LBS DNA binding, fluorescence polarization | inhibition, % at 9 µM | 340,000 compounds, 0.078% hits | AID 504423;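 active means highest replicate inhibition at or above 60% at 9 µM, even if other replicates fall short; inactive means all replicates below 60% inhibition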;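 further: 0% = neutral control wells and 100% = 4 µM acridine orange control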
Keap1 Nrf2 FP = Keap1-Nrf2 (human) interaction inhibition | Keap1 Kelch-Nrf2 peptide fluorescence polarization, 1536-well | Q14145 | inhibition, % at 9.4 µM | 340,000 compounds, 0.15% hits; in the data active means inhibition above about 12%; inconclusive means no clear call, values can overlap the other calls; inactive means below about 7.3%;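 further: human Keap1 Kelch domain with fluorescein labeled Nrf2 9mer peptide probe; 0% = neutral control wells and 100% = peptide positive control; higher means more block of Keap1 binding to Nrf2 peptide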
Target sequence (Q14145 whole entry, looked up, the tested form may be a part): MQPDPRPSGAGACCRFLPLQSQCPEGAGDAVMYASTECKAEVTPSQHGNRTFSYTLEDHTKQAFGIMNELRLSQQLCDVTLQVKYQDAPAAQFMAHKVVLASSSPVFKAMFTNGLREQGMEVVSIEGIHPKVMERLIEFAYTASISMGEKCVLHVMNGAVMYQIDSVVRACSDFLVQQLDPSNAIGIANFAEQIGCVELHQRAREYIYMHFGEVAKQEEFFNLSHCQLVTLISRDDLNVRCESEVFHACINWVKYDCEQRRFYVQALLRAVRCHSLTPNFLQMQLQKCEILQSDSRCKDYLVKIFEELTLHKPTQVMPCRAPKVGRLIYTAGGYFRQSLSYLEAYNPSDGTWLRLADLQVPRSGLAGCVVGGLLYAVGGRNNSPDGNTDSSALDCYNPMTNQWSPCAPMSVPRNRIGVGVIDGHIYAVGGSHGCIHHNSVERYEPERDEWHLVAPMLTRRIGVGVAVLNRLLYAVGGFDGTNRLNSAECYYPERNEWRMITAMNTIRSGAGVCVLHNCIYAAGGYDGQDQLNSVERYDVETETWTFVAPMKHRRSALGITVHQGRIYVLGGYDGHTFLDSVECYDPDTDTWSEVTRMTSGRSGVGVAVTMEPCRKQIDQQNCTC
SUMO Mot1 rescue = blocks SUMOylation pathway, rescuing yeast Mot1-301 growth. 320,000 compounds, 1% hits. growth rescue, % at 18.8 µM. S. cerevisiae Mot1-301 growth rescue, ATP luminescence, 38.5C; percent above DMSO median, 100 means doubled;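 active means every valid replicate shows activation above 250% relative to neutral control wells; inactive means the rest, any valid replicate at or below 250%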;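 further: OY570 slx delta 5 strain wells were the positive control but not used for scaling; some compounds called inactive have numbers as strong as hits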
CDK5 inh = CDK5/p35 (human) kinase inhibition; Recombinant CDK5/p35, ADP-Glo luminescence, 60 min; 330,000 compounds, 0.01% hits; AID 488839; inhibition, % at 10 µM; Q00535+Q15078;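 active means highest replicate inhibition of at least 50% and at least 75% of replicates reaching 50%; inconclusive means only one of the two criteria met; inactive means both criteria failed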;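 further: plate controls were DMSO neutral control for no effect and GW8510 at 10 µM for full effect; many of its hits are not listed in these tables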
PfHsp90 set2 = inhibits growth of yeast expressing Plasmodium falciparum Hsp90; 310,000 compounds, 0.32% hits; S. cerevisiae expressing PfHsp90, BacTiter-Glo ATP, 48 h; yeast lacking PDR1 and PDR3 efflux regulators; AID 504621; inhibition, % at 9.4 µM;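 active means every replicate shows inhibition above about 80%, whatever the replicate mean, limit read from the data; inconclusive means mean inhibition reaches the set limit but some replicate falls short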;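 further: 0% = DMSO neutral controls and 100% = 20 µM radicicol positive controls; yeast relying on Plasmodium falciparum Hsp90 in place of its own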
Rtt109 HAT inh = blocks Candida albicans Rtt109/Vps75 acetyltransferase activity; 330,000 compounds, 0.16% hits; Q5AAJ8; AID 540336; inhibition, % at 34.9 µM; purified Rtt109/Vps75, ThioGlo CoA-SH fluorescence, 4 h;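 active means inhibition of at least 50% in every replicate; inconclusive means best replicate reaches 50% inhibition but some replicates fall short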
Target sequence (Q5AAJ8 whole entry, looked up): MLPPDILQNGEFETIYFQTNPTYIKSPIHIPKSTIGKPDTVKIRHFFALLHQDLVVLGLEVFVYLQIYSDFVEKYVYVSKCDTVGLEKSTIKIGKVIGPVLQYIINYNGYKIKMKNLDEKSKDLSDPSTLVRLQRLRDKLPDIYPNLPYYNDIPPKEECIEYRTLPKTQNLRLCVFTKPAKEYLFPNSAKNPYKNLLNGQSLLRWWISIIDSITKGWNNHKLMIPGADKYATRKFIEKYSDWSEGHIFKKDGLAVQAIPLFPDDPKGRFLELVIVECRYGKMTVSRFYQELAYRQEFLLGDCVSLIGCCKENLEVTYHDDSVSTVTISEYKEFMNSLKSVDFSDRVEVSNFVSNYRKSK
PvdQ inh = blocks Pseudomonas aeruginosa PvdQ acylase activity | purified PvdQ acylase, fluorescence plate reader | inhibition, % at 10 µM | 340,000 compounds, 0.063% hits; in the data active means inhibition above about 30%, passing the limit was not always enough; inconclusive means no clear call, values can overlap the other calls;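 further: 0% = vehicle neutral wells and 100% = reference inhibitor wells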
Cardiac RTF inh = cardiac RTF calcium desensitization. inhibition, % at 7.15 µM. 340,000 compounds, 0.12% hits. IANBD-labeled cardiac RTF, Ca2+ fluorescence. P19429+P45379;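 active means inhibition above the mean inhibition of all tested compounds plus 3 SD, cut at about 17% in these data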;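 further: assay run at fixed EC70 calcium of 1.6 mM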
RTF Ca sens act = increases calcium sensitivity of human cardiac regulated thin filaments; P19429+P45379; IANBD-labeled TnC RTF fluorescence at EC20 calcium; 0% EC20 calcium, 100% full calcium; activation, % at 7.2 µM; 340,000 compounds, 0.24% hits; AID 493008;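 active means activation above the mean over all tested compounds plus 3 SD, cut at about 30% in these data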;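 further: rise in fluorescence read as greater calcium sensitivity of cardiac thin filaments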
NSD2 HMT inh = inhibitors of human histone methyltransferase NSD2 | O96028 | NSD2 peptide methylation, AlphaScreen, 120 min | inhibition, % at 12.5 µM | 310,000 compounds, 0.54% hits | AID 743445; in the data active means inhibition above about 50%
dFosB activator = mouse delta FosB homodimer activation. purified delta FosB, TAMRA-CDK5 oligo fluorescence polarization; percent of positive-control signal above neutral wells. 340,000 compounds, 0.99% hits. activation, % at 25 µM. P13346;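 active means mean activation above about 17%, with every replicate also reaching it, limit read from the data, passing the limit was not always enough; inconclusive means only one of the two conditions met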;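 further: fluorescence polarization rise as delta FosB binds a TAMRA Cdk5 AP-1 oligo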
* marks the source's active call; other numbers are inactive results; ? = inconclusive; / = no result given. Outcome played no part in choosing rows; 3.2% or so of the library scored in one or more.

SMILES	LANA DNA inh	Keap1 Nrf2 FP	SUMO Mot1 rescue	CDK5 inh	PfHsp90 set2	Rtt109 HAT inh	PvdQ inh	Cardiac RTF inh	RTF Ca sens act	NSD2 HMT inh	dFosB activator
COc1ccc(OCCSc2nnc(-c3ccc(OC)cc3)n2N)cc1	0.1	-2	11	0.2	-13	9	-12	11	8	1	3
CC(Oc1ccc(-c2ccccc2)c(F)c1)c1ccn(S(=O)(=O)c2ccc(Br)cc2)n1 (stereo not given)	0.3	2	-11	1.2	/	-3	-11	7	6	3	-10
Cn1c(=O)c2c(ncn2CC(=O)Nc2ccc(N3CCOCC3)cc2)n(C)c1=O	0.5	-1	-19	-1.3	-6	-8	3	-8	-3	-2	9
O=C(CCS(=O)(=O)c1ccccc1)Nc1nc(-c2cccs2)cs1	-0.2	-7	26	-2.1	-5	-1	-9	-3	1	/	13
O=C(NCCc1ccc2c(c1)OCCO2)c1cccc(S(=O)(=O)N2CCCC2)c1	0.0	0	6	0.7	-4	3	3	4	-4	-3	-4
CN1C[C@@H]2C(c3ccccc3)C3(c4ccccc4)CC2(C3)[C@H]1c1ccccc1 (stereo not given in full)	1.0	0	-10	0.2	0	-9	-6	-13	3	/	6
O=C(c1ccccc1[N+](=O)[O-])N1CCN(c2ccc(N3CCOCC3)nn2)CC1	0.6	-8	74	2.0	-5	-4	-8	-4	10	0	-7
Cc1cccc(S(=O)(=O)Nc2cccc3c2C(=O)c2ccccc2-3)c1	2.4	0	-14	-0.8	-9	-2	3	-4	-5	15	-8
Cc1ccc(S(=O)(=O)NCCC(=O)Nc2cc(S(=O)(=O)N(C)C)ccc2C)cc1C	-0.6	-5	-9	-0.3	-7	5	-13	-37	1	0	-14
Cc1cc(=O)[nH]c(Nc2ccc(N(C)C)cc2)n1	-1.3	-6	16	-2.3	28	-16	-26	-6	8	7	0
COc1ccc(-c2sc3ccccc3c2/C=C/c2ccc(OC)c(OC)c2)cc1	-0.1	1	3	-2.6	6	-16	0	-5	-4	/	7
CCc1nnc(NC(=O)CSc2nc(C)cc(C)c2C#N)s1	-1.2	-4	7	-5.3	29	-3	-14	-4	2	-3	-2
Cc1c(N2C(=O)/C(=C3/C(=O)N(C)c4ccccc43)SC2=S)c(=O)n(-c2ccccc2)n1C	-0.7	-2	-15	0.2	-1	2	3	-3	0	-1	-4
COc1ccc(C(=O)Nc2ccccc2C(=O)N/N=C/c2ccccc2OC)cc1	-1.3	-4	/	1.6	/	10	8	-23	6	/	38*
NCCOc1ccccc1OCCN	-1.0	-1	-13	3.4	-31	15	6	13	-3	4	2
COc1cc(CN2CCCC(C(=O)c3ccccc3SC)C2)cc(OC)c1 (stereo not given)	0.1	-5	-20	-1.5	1	-1	-5	-1	0	-1	-24
Cc1ccc(/C=N/NC(=O)Cn2nc(C)c([N+](=O)[O-])c2C)o1	-1.4	2	-5	-1.6	6	5	-6	3	-2	-2	-3
Cc1ccc(CN2CC(C(=O)N3CCN(S(=O)(=O)c4ccc(C(C)C)cc4)CC3)CC2=O)cc1 (stereo not given)	-0.8	-4	-3	-0.3	20	6	-11	4	-6	0	-15
COC(=O)Cc1ccc(NC(=S)NCc2ccc(OC)cc2)cc1	-1.6	0	1	2.0	11	2	-1	-5	-6	-1	4
CCc1ccc(OCc2nc(-c3ccccn3)no2)c(Br)c1	1.4	-3	7	-1.8	-1	1	-11	-4	-3	/	-7
CC(=O)N(/N=C1\Sc2ccccc2C1=O)c1ccc(C)cc1C	0.2	2	-14	-0.2	32	-8	-3	0	-2	0	-3
COC(=O)CSc1nc2ccc(C)cc2cc1C#N	-0.3	-5	1	-0.9	2	-1	-8	-10	-2	-4	1
CCOC(=O)c1ccc2c(c1)NCc1cccc(OC)c1O2	-1.4	-6	20	0.6	-1	0	-10	-1	-3	-1	-6
O=C(CSc1ccccn1)c1ccc(F)cc1	-2.4	-5	-21	-3.2	4	-13	-10	-9	-2	0	5
CC1=CC(C)(C)N(C(=O)c2ccccc2)c2ccccc21	-0.2	3	11	0.3	-20	1	-2	-3	1	-2	-1

Next compounds.
SMILES	LANA DNA inh	Keap1 Nrf2 FP	SUMO Mot1 rescue	CDK5 inh	PfHsp90 set2	Rtt109 HAT inh	PvdQ inh	Cardiac RTF inh	RTF Ca sens act	NSD2 HMT inh	dFosB activator
CN(C)N1C(N)=C(C#N)C(c2ccc(F)cc2)C2=C1CC(C)(C)CC2=O (stereo not given)	-0.2	-6	121	1.3	-20	-6	-12	-4	6	2	-12
CN(C)Cc1nc2ccccc2c(=O)n1Cc1nc(-c2cc3ccccc3o2)cs1	0.4	-2	39	-0.9	24	/	1	-28	10	1	5
Cc1ccc2c(c1)N(S(=O)(=O)c1ccc(CN3C(=O)c4cccnc4C3=O)cc1)CCO2	-0.3	-1	10	-1.8	7	4	13	4	-8	-1	-10
Cn1cccc1C(=O)C(=O)Nc1ccc(Cl)cc1	0.2	-3	-15	3.4	-1	4	-11	2	5	-2	9
Cc1[nH]nc2c1C(c1ccsc1C)C(C#N)=C(N)O2 (stereo not given)	-1.0	4	-11	-2.3	3	/	2	-4	2	/	-1
O=C(N=C1SC2CS(=O)(=O)CC2N1c1ccc(Br)cc1Cl)C1CC1 (stereo not given)	-0.3	-4	1	0.0	-17	2	-9	1	4	17	-6
Cc1nc2ccc(F)cc2cc1C(=O)Nc1cccc(Cl)c1C	0.0	-2	-2	-0.5	-5	3	-11	-7	3	0	-7
CC1CCCCC1NC(=O)CCNS(=O)(=O)c1cc(Br)cnc1N (stereo not given)	-1.1	1	6	0.8	-1	-24	-8	-4	0	-1	-8
O=C(NC1CC1)C1CCN(C(=O)c2ccc(Cl)cc2)CC1	-1.2	0	-2	0.1	-5	-3	-16	-9	-3	1	-7
O=C(O)c1ccccc1C(=O)OCCCCOC(=O)c1ccccc1C(=O)O	-0.7	-2	29	0.2	3	5	-3	-3	4	0	-6
COc1ccc(CN2C(=O)c3ccccc3C2C(=O)NC2CCCC2)c(OC)c1 (stereo not given)	0.8	0	-30	2.7	-6	24	3	-5	-2	-2	-6
O=C(Cn1cnc2c(nnn2-c2ccccc2)c1=O)NCc1ccc(F)cc1	0.5	-3	-11	-0.5	-3	-3	1	2	5	/	19*
Cc1cc(C(=O)OC(C)C(=O)NC2CCCCC2C)c(C)o1 (stereo not given)	-9.4	-2	14	6.6	-4	-8	8	-7	-6	-1	1
CCOC(=O)c1ccc(-c2ccc3c(=O)c4ccccc4n(C)c3c2)cc1F	1.2	-1	119	1.2	3	-1	-3	0	10	/	-1
O=C(c1ccc(OC2CCN(C/C=C/c3ccc(F)cc3)CC2)cc1)N1CCCC1	-2.8	2	-12	-2.2	3	1	4	0	-4	5	-9
O=C(Cc1cccs1)Nc1nc(-c2cccnc2)cs1	0.6	-2	-18	-3.3	-17	-16	-10	-23	1	/	-15
CCc1cc(=O)oc2cc(C)cc(OCC(=O)NCCCn3ccnc3)c12	0.5	5	12	/	1	-11	0	-5	-4	2	-6
CC(C)(C)NCc1ccccc1OCc1cccs1	-1.1	-8	80	0.5	7	0	-24	-15	13	-3	-5
O=C(O)c1cccc(NS(=O)(=O)c2cc(S(=O)(=O)c3ccc(Cl)cc3)ccc2Cl)c1	-1.0	4	-20	-2.1	-12	0	3	-3	-3	3	-8
CS(=O)(=O)N(CCC#N)Cc1ccc(C=O)o1	-1.6	3	-3	-0.5	6	-2	14	-9	3	-1	0
CCc1nc(SCC(=O)NCCc2ccccc2)c2oc3ccccc3c2n1	0.1	-2	/	-1.8	-7	3	7	-9	3	2	0
Cc1noc(C)c1S(=O)(=O)Nc1ccc(C(=O)Nc2ccc(OC(F)(F)F)cc2)cc1	-0.5	0	186	1.1	-10	3	-6	-2	-4	-3	-3
COc1cc(C(=O)Nc2ccc3c(c2)CCN3C(C)=O)cc(OC)c1OC	0.4	-1	-26	-2.1	-35	-2	-16	-5	0	-3	-1
CCOC(=O)c1c(NC(=O)CSc2nnc(-c3ccncc3)n2Cc2ccco2)sc(C(C)=O)c1C	-0.8	-5	/	0.8	24	4	-23	-3	1	2	-3
CCCn1ncc(CN2CCC(CO)(CC3CCCCO3)CC2)c1C (stereo not given)	-0.4	-3	-2	0.8	18	-4	-4	3	-4	0	-1

Next compounds:
SMILES	LANA DNA inh	Keap1 Nrf2 FP	SUMO Mot1 rescue	CDK5 inh	PfHsp90 set2	Rtt109 HAT inh	PvdQ inh	Cardiac RTF inh	RTF Ca sens act	NSD2 HMT inh	dFosB activator
c1ccc(CCn2nnnc2C(c2cccnc2)N2CCN(c3ccccc3)CC2)cc1 (stereo not given)	0.3	0	22	-0.3	28	4	-9	-2	-1	/	0
c1ccc(SCCOCCN2CCc3ccccc3C2)cc1	-0.2	-6	112	-0.9	-7	-4	-12	-7	-8	-6	-8
O=C(OCC(=O)N1CCCC1=O)C1CCN(S(=O)(=O)c2ccc(Cl)c(C(F)(F)F)c2)CC1	-1.3	-5	8	1.5	/	-3	-17	-5	7	2	-8
O=c1cc(C(F)(F)F)[nH]c(=O)n1C1CCCCC1	0.0	1	/	1.0	21	-5	3	9	-5	7	2
Cc1cc(NC(=O)CSc2nnnn2-c2cc(Cl)ccc2C)no1	-1.0	5	4	-2.1	0	0	1	-4	-3	-1	?
COC(=O)C1=C(C(=O)OC)[C@@H]2N(Cc3ccccc3)c3ccccc3[C@@]23C[C@@H](C(=O)OC)N(C(=O)c2ccc(Br)cc2)C3=N1	1.1	-3	-10	1.3	-37	-4	-5	-1	1	/	-5
Cn1ccc(NC(=O)Nc2cccc(C(F)(F)F)c2)n1	-0.3	-3	7	0.9	0	5	2	2	3	-4	-7
CCOC(=O)c1ccc(N2CN(C3CCCCC3)CNC2=S)cc1	-0.1	-5	10	-1.3	/	-3	-6	8	-3	1	-1
CCOc1ncccc1C(=O)N=C1SCCN1C(=O)c1cccnc1OCC	0.2	-6	/	-1.7	-2	4	4	6	-1	0	-7
N=C1S/C(=C\c2ccco2)C(=O)N1c1nccs1	2.4	-7	-7	-0.9	-84	5	-3	-2	1	8	-1
CC(C)(C)C(=O)/C=C/c1ccc(Oc2ccccc2)cc1	0.0	-1	39	-2.9	8	-5	-9	-9	4	-1	-4
CC1CN(C(c2cccs2)c2sc3ncnn3c2O)CC(C)O1 (stereo not given)	2.3	-1	14	-0.8	12	-5	-16	-3	1	/	-4
Cc1ccc(S(=O)(=O)C2(C(=O)N3CCN(c4ccccc4F)CC3)CC2)cc1	0.1	-4	-10	0.0	17	-5	-4	5	-3	-2	-7
Cc1ccc(C)c(N2CCN(C(=O)Cn3cccc3)CC2)c1	-1.2	-10	-10	-1.5	-7	2	-7	2	-2	0	-16
